CAL PDZ FP-1 = CAL PDZ (human) peptide binding inhibition; inhibition, % at 24.9 µM; purified CAL PDZ, TMR-peptide fluorescence polarization, 1 h; 300,000 compounds, 0.92% hits; AID 602252;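 active = mean inhibition of at least 30% with at least half of replicates also reaching 30%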;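 also: 0% = DMSO neutral control and 100% = excess unlabeled competitor peptide PRC23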
NSD2 inh = NSD2 (human) methyltransferase inhibition. NSD2 peptide methylation, AlphaScreen, 120 min. inhibition, % at 12.5 µM. 310,000 compounds, 0.54% hits. AID 743445; in the data active = inhibition above about 50%
Target sequence (O96028 whole entry, looked up): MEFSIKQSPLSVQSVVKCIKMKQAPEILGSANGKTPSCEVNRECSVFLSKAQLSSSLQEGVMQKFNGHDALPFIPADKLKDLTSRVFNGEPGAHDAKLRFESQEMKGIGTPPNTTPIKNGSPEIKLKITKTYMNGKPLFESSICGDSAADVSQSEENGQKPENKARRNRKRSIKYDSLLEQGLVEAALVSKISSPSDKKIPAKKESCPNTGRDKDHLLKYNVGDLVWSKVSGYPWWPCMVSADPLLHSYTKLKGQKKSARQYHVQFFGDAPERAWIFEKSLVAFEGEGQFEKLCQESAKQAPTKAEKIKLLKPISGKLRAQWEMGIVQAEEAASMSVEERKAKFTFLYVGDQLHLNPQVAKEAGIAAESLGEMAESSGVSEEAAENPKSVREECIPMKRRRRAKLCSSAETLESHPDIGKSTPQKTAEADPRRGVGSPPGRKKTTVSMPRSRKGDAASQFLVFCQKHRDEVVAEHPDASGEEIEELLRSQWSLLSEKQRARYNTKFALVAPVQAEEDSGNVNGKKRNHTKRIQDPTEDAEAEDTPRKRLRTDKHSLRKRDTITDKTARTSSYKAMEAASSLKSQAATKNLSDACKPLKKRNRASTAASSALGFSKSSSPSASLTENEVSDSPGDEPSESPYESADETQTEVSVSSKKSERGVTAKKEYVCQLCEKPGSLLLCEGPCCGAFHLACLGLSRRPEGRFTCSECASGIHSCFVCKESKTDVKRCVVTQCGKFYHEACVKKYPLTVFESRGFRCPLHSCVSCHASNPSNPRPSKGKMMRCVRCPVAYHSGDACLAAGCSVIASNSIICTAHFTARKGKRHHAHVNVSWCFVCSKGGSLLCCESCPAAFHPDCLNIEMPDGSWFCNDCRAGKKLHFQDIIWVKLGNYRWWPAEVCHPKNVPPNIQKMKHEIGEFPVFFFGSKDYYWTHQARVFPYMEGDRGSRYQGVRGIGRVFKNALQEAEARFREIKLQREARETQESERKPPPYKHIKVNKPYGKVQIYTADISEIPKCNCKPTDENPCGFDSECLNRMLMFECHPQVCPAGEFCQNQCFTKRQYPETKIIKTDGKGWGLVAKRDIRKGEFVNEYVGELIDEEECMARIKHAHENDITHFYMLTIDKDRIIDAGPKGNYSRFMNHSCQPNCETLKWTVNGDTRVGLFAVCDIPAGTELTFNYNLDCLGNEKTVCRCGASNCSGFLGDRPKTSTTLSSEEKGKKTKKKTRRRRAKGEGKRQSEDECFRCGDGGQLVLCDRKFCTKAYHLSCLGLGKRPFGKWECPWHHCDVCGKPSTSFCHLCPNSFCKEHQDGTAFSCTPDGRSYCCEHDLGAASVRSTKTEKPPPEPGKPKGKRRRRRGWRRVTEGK
DSG3 Ab inh = inhibitors of pemphigus antibody binding to human desmoglein-3; DSG3-coupled beads, scFv-anti-DSG3-GFP binding, flow cytometry; hits give low values; 310,000 compounds, 0.48% hits; binding (percent of control), % at 10 µM; P32926; AID 588358;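 active = binding more than 3 SD below its plate's average and above zero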;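 also: hits lower antibody fragment binding to DSG3; some compounds called inactive have numbers as strong as hits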
Cardiac RTF inh = cardiac RTF calcium desensitization; IANBD-labeled cardiac RTF, Ca2+ fluorescence; inhibition, % at 7.15 µM; AID 493244; 340,000 compounds, 0.12% hits; P19429+P45379;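 active = inhibition above the mean inhibition of all tested compounds plus 3 SD, cut at about 17% in these data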;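 also: assay run at fixed EC70 calcium of 1.6 mM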
Keap1 Nrf2 FP = Keap1-Nrf2 (human) interaction inhibition. Keap1 Kelch-Nrf2 peptide fluorescence polarization, 1536-well. inhibition, % at 9.4 µM. 340,000 compounds, 0.15% hits; in the data active = inhibition above about 12%;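 also: human Keap1 Kelch domain with fluorescein labeled Nrf2 9mer peptide probe; 0% = neutral control wells and 100% = peptide positive control; higher means more block of Keap1 binding to Nrf2 peptide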
LANA DNA inh = blocks KSHV LANA C-terminal domain binding to DNA; MBP-C-LANA/FAM-LBS DNA binding, fluorescence polarization; inhibition, % at 9 µM; 340,000 compounds, 0.078% hits; AID 504423;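 active = highest replicate inhibition at or above 60% at 9 µM, even if other replicates fall short; inactive = all replicates below 60% inhibition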;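 also: 0% = neutral control wells and 100% = 4 µM acridine orange control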
Arr AP2 block = blocks beta-arrestin peptide binding to AP2 adaptin; 340,000 compounds, 0.31% hits; FITC-arrestin peptide / GST-AP2 beads, flow cytometry; AP2 beta2 appendage carries R879A mutation; inhibition, % at 10 µM;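 active = inhibition above a set limit, near 3 SD of compounds lacking own fluorescence, cut at about 54% in these data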;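 also: plate controls were DMSO wells for no effect and 5 µM unlabelled arrestin peptide for full effect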
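system = GST-tagged AP2 beta2-adaptin appendage (R879A) on 4 µm glutathione beads | reagent = FITC-labelled arrestin peptide probe, 50 nM final | schedule = compound with beads 12 min RT, then probe 1 h RT | signal = HyperCyt-sampled flow cytometry, FL1 channel, ex 488/em 535 nm | read-out = percent response from loss of bead-bound FITC fluorescence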
CAL PDZ FP-2 = inhibitors of human CAL PDZ peptide binding | Q9HD26 | purified CAL PDZ, TMR-peptide fluorescence polarization, 1 h | inhibition, % at 20 µM | 330,000 compounds, 0.02% hits | AID 504414;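 active = highest replicate inhibition of at least 40%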;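 also: plate controls were DMSO neutral control wells for no effect and unlabeled competitor peptide control wells for full effect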
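Control set: unlabelled peptide and DMSO controls / Material: purified CerCALP PDZ construct / Timing: 1 h incubation at room temperature before polarization reading / Doses: 20 µM, one dose / Detection: fluorescence polarization (mP)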
DAGLB inh = blocks human DAGLB lipase activity. 340,000 compounds, 0.059% hits. HEK293T DAGLB membrane lysate, EnzChek fluorogenic substrate. inhibition, % at 5.17 µM. Q8NCG7. AID 504411; in the data active = inhibition above about 34%;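 also: 0% = enzyme with vehicle and 100% = wells lacking enzyme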
V-ATPase pH = regulators of yeast V-ATPase proton transport; S. cerevisiae, pHLuorin cytosolic pH fluorescence; response, % at 10 µM; 350,000 compounds, 0.37% hits; AID 504577; in the data active = response mostly above about 7.3%, no sharp cut-off; inactive = mostly below about 5.4%; also: actives read high; inactives centre near 0; some compounds called inactive have numbers as strong as hits
Numbers without * were called inactive; . = not tested or not shown. The list is partial; count on the stated rates, not on these rows.

SMILES	CAL PDZ FP-1	NSD2 inh	DSG3 Ab inh	Cardiac RTF inh	Keap1 Nrf2 FP	LANA DNA inh	Arr AP2 block	CAL PDZ FP-2	DAGLB inh	V-ATPase pH
CCCCCCNc1nc(OC)nc(N2CC3CC(C2)c2cccc(=O)n2C3)n1 (stereo not drawn)	.	27	102	4	0	-0.6	18	-0.7	-1	0
COc1cc(CN2CCCC(C(=O)c3sccc3C)C2)cc(Cl)c1O (stereo not drawn)	-2	3	97	1	0	0.5	21	-0.6	0	-1
CCCNS(=O)(=O)c1ccc(OCC(=O)N2CCN(Cc3ccc4c(c3)OCO4)CC2)cc1	-3	3	99	18*	-3	-0.8	15	-1.6	-2	5
O=c1c2cc(Br)ccc2[nH]c(=S)n1-c1ccccc1	-5	-5	107	-3	8	-0.4	5	-0.6	3	6
CCOc1ccc(N=Cc2c(O)n(-c3cc(C)cc(C)c3)c(=O)[nH]c2=O)cc1	.	-6	107	-3	-3	24	-7	0.1	3	1
O=C(O)C1C2CCC(O2)C1C(=O)Nc1ccc(Cl)cc1 (stereo not drawn)	-1	1	.	.	-5	-0.3	4	0.2	.	-3
COCCNC(=O)c1c(NC(=O)c2ccco2)n(Cc2ccccc2)c2nc3ccccc3nc12	-3	113*	104	-5	-11	2.7	23	-1.5	-3	-2
O=P(Oc1ccccc1)(Oc1ccccc1)c1ccccc1	-4	-4	102	7	0	2.0	-3	1.2	0	8
NC(=O)CN1CCCC1=O	-2	.	115	3	0	-2.3	10	0.6	3	.
CC(C)c1ccc(C(c2c(O)c3ccccc3oc2=O)c2c(O)c3ccccc3oc2=O)cc1	.	10	110	.	.	.	.	.	11	-1
CC(C)=CCSc1nnc([C@@H](N)Cc2c[nH]c3ccccc23)o1	3	-2	108	0	-1	-1.0	24	0.2	-3	0
O=C(c1cc2ccccn2n1)N1CCC2(CC1)OCCO2	.	-5	99	-7	-1	0.3	-10	0.3	-3	-3
Cc1ccc(OCCSC2=NN2c2cc(C)nc(N)n2)cc1	-9	1	99	-1	-3	-0.7	-24	0.2	1	-1
CCOC(=O)CN1C(=O)C2(C(C#N)=C(N)Oc3ccccc32)C(C(=O)OC)=C1C (stereo not drawn)	-4	1	105	-10	5	-0.1	-2	0.7	0	3
COC1=CC2[C@@H]3Cc4ccc(OC)c(O)c4[C@]2(CCN3C)CC1=O (stereo partly drawn)	3	.	100	1	1	1.8	-6	-0.3	2	6
COc1ccc(-n2cnc3cc(C(=O)N4CCC5(CC4)OCCO5)ccc32)cc1	-6	-2	87	-4	-1	-1.3	0	-2.1	2	-2
CON(C)C(=O)Nc1ccc(Cl)cc1	.	2	101	-7	-2	1.7	28	-0.3	-1	-4
O=C(c1cccn2c(=O)c3cc(Cl)ccc3nc12)N1CCC2(CC1)OCCO2	-7	-8	103	3	0	0.4	19	-0.5	0	-1
CCCCOCCCn1c(N)c(C(=O)OCCOC)c2nc3ccccc3nc21	-6	-3	.	-4	-5	4.5	1	.	-1	4
CO[C@H]1[C@@H](OC)CC(OC2OC(CO)C(O)C(O)C2O)/C(=C\C#N)[C@@H]1O (stereo partly drawn)	0	.	98	7	-1	0.4	16	0.0	-3	-3
COC(=O)C1=C(c2cccc(Cl)c2)C[C@@H]2CC[C@H]1N2C(=O)NCC1CC1	1	.	101	4	-2	1.6	6	-0.3	0	2
CCn1cc(C=C2C(=O)N(C)C(=O)N(C)C2=O)c2ccccc21	.	-3	118	-13	-9	-1.0	5	0.6	-2	-11
COc1cc(CN2CCN(C(=O)Cc3ccccc3)CC2)cc(OC)c1OC	-5	-1	114	0	2	-0.8	2	0.1	2	2
COC(=O)C1=C(c2ccc(Cl)c(C(F)(F)F)c2)C[C@@H]2CC[C@H]1N2C(=O)NCc1cc(C)oc1C(F)(F)F	0	.	107	-2	-8	2.3	27	-1.0	-10	1
Cc1ccc2nc(N3CCN(C)CC3)[nH]c2c1	0	-5	101	2	0	-4.9	22	0.6	2	12*

Further records follow:
SMILES	CAL PDZ FP-1	NSD2 inh	DSG3 Ab inh	Cardiac RTF inh	Keap1 Nrf2 FP	LANA DNA inh	Arr AP2 block	CAL PDZ FP-2	DAGLB inh	V-ATPase pH
CC(C)(C)NC(=O)NC(=O)CN1CC=C(c2ccccc2)CC1	.	8	105	-10	-4	-0.3	-22	-0.7	-3	-1
COc1ccc(C(=O)NC(=S)N2C[C@H]3C[C@H](C2)c2cccc(=O)n2C3)cc1	-1	.	101	7	-4	1.5	16	0.0	-2	-1
CC(=O)C1CCC2C3CCC4CC(O)CCC4(C)C3CCC12C (stereo not drawn)	-4	.	99	6	1	2.3	-2	0.1	-2	10
CNC(=O)c1cccn(Cc2ccc(C(F)(F)F)cc2)c1=O	2	-1	102	0	1	0.8	12	-0.6	-1	1
[N-]=[N+]=NCc1cn2cccnc2n1	0	-1	103	1	-2	3.0	-1	0.1	0	-2
O=c1[nH]c2ccccc2c(=O)n1-c1ccc(Cl)cc1Cl	2	-5	106	-19	-6	0.2	-10	-0.7	3	5
O=P(O)(Oc1ccccc1)c1ccccc1	.	0	90	2	-4	0.0	2	0.4	2	-2
COCCCNC(=O)c1c(N)n(Cc2ccco2)c2nc3ccccc3nc12	.	-10	95	.	.	.	1	.	.	0
CCNC(=S)NCCC1=c2ccccc2=N/C1=C\c1c(O)n(C)c(=O)n(C)c1=O	.	55*	92	.	2	-1.5	12	0.3	.	-5
O=C(C[N+]12CCC(CC1)C(OC(=O)c1ccccc1)C2)c1ccc([N+](=O)[O-])cc1 (stereo not drawn)	-8	9	.	0	-2	-0.8	2	-0.2	-4	-3
COc1cc(O)cc2c1C(=O)OC(C)CCCC(=O)CCC/C=C\2 (stereo not drawn)	0	54*	102	1	-4	0.5	26	-2.5	-3	-1
CC(C)C12CN3CCN(CC(C3)C1O)C2 (stereo not drawn)	.	-1	101	-4	2	-0.2	30	-1.8	0	-3
CN(CCc1ccccc1)Cc1c[nH]c2ccccc12	0	8	105	-1	-4	1.1	7	.	-1	0
COc1cc2c(C(=O)N3CCN(C)CC3)c(C)n(C)c2cc1Br	-7	3	104	-6	1	8.0	30	.	-5	2
COC(=O)C1=C(c2ccc(F)cc2OCc2ccccc2)C[C@@H]2CC[C@H]1N2C(=O)NCc1ccco1	-4	.	98	4	-3	4.1	1	-1.1	-1	0
COC(=O)[C@@H](N)CCCN=C(N)N[N+](=O)[O-]	3	.	.	-2	4	1.6	-5	0.0	1	0
O=C(O)C1CSC(c2cccnc2)N1 (stereo not drawn)	.	-1	.	-7	-7	0.7	-1	-0.4	-4	-2
CCCNc1nc(OC)nc(N2CC3CC(C2)c2cccc(=O)n2C3)n1 (stereo not drawn)	-2	-3	117	-5	4	-0.8	-9	-2.2	0	8
CC12CN3CC(C)(CN(C1)C3c1ccncc1)C2=O (stereo not drawn)	-3	-2	97	-4	-1	-0.8	9	-0.3	-3	-2
O=c1[nH]c(=O)n(CCC2=CCCCC2)c(O)c1/C=N/Nc1ccccc1	-3	-8	92	3	-5	2.5	8	-1.1	10	3
CC1CCN(C(=O)C(C)Cl)CC1 (stereo not drawn)	-2	-1	111	-10	2	-0.3	-3	-0.3	-1	3
COc1ccc(NP2(=O)OCC(C)(N)CO2)cc1 (stereo not drawn)	-1	-6	90	-9	1	-3.2	5	0.1	-1	-5
Cn1cc([N+](=O)[O-])c(C(=O)Nc2ccc3c(C(F)(F)F)cc(=O)oc3c2)n1	-1	0	108	1	-1	-2.1	2	0.4	0	-1
COc1cc(C(=O)OC2C[C@H]3CC[C@@H](C2)N3)ccc1O (stereo partly drawn)	-2	4	.	2	-4	-4.1	4	-2.0	-2	-1
Cc1ccc(S(=O)(=O)N(c2cc(Cl)c(O)c(Cl)c2)P(=O)(OC(C)C)OC(C)C)cc1	.	-1	95	3	-8	0.4	10	-0.8	2	3

Going on with the list.
SMILES	CAL PDZ FP-1	NSD2 inh	DSG3 Ab inh	Cardiac RTF inh	Keap1 Nrf2 FP	LANA DNA inh	Arr AP2 block	CAL PDZ FP-2	DAGLB inh	V-ATPase pH
CN1C(=O)N(C)C(=O)C2(Cc3ccccc3N3CCOCC32)C1=O (stereo not drawn)	-1	-1	100	-9	0	-0.4	16	-1.1	2	0
Brc1ccc(Oc2cc(Br)c(Br)cc2Br)c(Br)c1	-2	.	102	6	-2	-1.4	28	-0.3	-4	-2
CN1CCN(c2ccc([N+](=O)[O-])cc2Cl)CC1	-3	-2	125	1	0	-0.1	3	-1.5	1	6
COC(=O)C1=C(c2ccc(OC)c(OC)c2)C[C@@H]2CC[C@H]1N2C(=O)NCCc1ccccc1	-2	.	97	0	-5	-0.1	1	0.2	0	-5
CCOP(=O)(OCC)C(O)c1cccnc1 (stereo not drawn)	-3	8	.	7	1	-1.4	-19	-0.2	0	-2
O=C(Nc1ccc2ccccc2c1)N1C[C@H]2C[C@@H](C1)c1cccc(=O)n1C2	-8	.	94	-3	0	-0.3	17	-2.4	-2	0
FC(F)(F)c1ccccc1CCN1CCNCC1	33*	-3	90	0	-2	-0.7	10	0.8	-2	-2

Gathered by group, the entries above with an NH in an aromatic ring (7)
SMILES	CAL PDZ FP-1	NSD2 inh	DSG3 Ab inh	Cardiac RTF inh	Keap1 Nrf2 FP	LANA DNA inh	Arr AP2 block	CAL PDZ FP-2	DAGLB inh	V-ATPase pH
O=c1c2cc(Br)ccc2[nH]c(=S)n1-c1ccccc1	-5	-5	107	-3	8	-0.4	5	-0.6	3	6
CCOc1ccc(N=Cc2c(O)n(-c3cc(C)cc(C)c3)c(=O)[nH]c2=O)cc1	.	-6	107	-3	-3	24	-7	0.1	3	1
CC(C)=CCSc1nnc([C@@H](N)Cc2c[nH]c3ccccc23)o1	3	-2	108	0	-1	-1.0	24	0.2	-3	0
Cc1ccc2nc(N3CCN(C)CC3)[nH]c2c1	0	-5	101	2	0	-4.9	22	0.6	2	12*
O=c1[nH]c2ccccc2c(=O)n1-c1ccc(Cl)cc1Cl	2	-5	106	-19	-6	0.2	-10	-0.7	3	5
CN(CCc1ccccc1)Cc1c[nH]c2ccccc12	0	8	105	-1	-4	1.1	7	.	-1	0
O=c1[nH]c(=O)n(CCC2=CCCCC2)c(O)c1/C=N/Nc1ccccc1	-3	-8	92	3	-5	2.5	8	-1.1	10	3

Screening results: PubChem, several laboratories
